Assay outcomes as filed in PubChem BioAssay.
PvdQ inh – P. aeruginosa PvdQ acylase inhibition | 0.063% of 340,000 active | inhibition, % at 10 µM | AID 488965 | purified PvdQ acylase, fluorescence plate reader; in the data active means inhibition above about 30%, passing the limit was not always enough; inconclusive means no clear call, values can overlap the other calls;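 further: 0% = vehicle neutral wells and 100% = reference inhibitor wells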
SR-BI DiI inh – inhibitors of mouse SR-BI mediated HDL lipid uptake; ldlA[mSR-BI] CHO cells, DiI-HDL uptake fluorescence, 3 h; inhibition, % at 12.5 µM; 0.96% of 320,000 active; Q61009;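 active means mean replicate inhibition of at least 70% and a set share of replicates each scoring 70 or more; inconclusive means meets just one of the two criteria; inactive means fails both criteria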;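 further: 0% = median of neutral control wells and 100% = median of positive control wells; values of inactives mirror those of a sister screen read the other way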
Target sequence (Q61009 whole entry, looked up): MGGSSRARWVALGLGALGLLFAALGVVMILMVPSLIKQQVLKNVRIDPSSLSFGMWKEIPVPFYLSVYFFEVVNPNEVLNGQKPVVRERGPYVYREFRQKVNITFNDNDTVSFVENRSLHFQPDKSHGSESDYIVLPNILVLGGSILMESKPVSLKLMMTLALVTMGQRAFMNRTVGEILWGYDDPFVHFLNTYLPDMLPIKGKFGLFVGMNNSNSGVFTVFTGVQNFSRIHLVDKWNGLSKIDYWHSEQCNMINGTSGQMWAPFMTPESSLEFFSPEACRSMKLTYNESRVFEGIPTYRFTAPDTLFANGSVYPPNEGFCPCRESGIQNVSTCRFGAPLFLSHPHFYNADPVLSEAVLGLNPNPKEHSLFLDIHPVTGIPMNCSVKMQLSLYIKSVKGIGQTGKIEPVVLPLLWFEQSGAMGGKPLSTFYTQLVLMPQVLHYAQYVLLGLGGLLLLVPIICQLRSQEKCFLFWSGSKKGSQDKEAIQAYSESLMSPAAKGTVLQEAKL
CAL PDZ FP-1 – blocks peptide binding to human CAL PDZ domain; purified CAL PDZ, TMR-peptide fluorescence polarization, 1 h; AID 504414; Q9HD26; 0.02% of 330,000 active; inhibition, % at 20 µM;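 active means highest replicate inhibition of at least 40%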;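 further: plate controls were DMSO neutral control wells for no effect and unlabeled competitor peptide control wells for full effect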
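System: purified tagged CAL PDZ domain construct (CerCALP). Schedule: 1 h incubation at room temperature before polarization reading. Medium: 25 mM sodium phosphate pH 7.4, 150 mM NaCl, TCEP, IgG, Thesit. Read-out: percent inhibition from loss of millipolarization. Measured by: FP readout, S and P plane fluorescence. Probe or stimulus: fluorescent TMR peptide probe.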
dFosB activator – enhances mouse delta FosB homodimer DNA binding. P13346. 0.99% of 340,000 active. purified delta FosB, TAMRA-CDK5 oligo fluorescence polarization; percent of positive-control signal above neutral wells. activation, % at 25 µM;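 active means mean activation above about 17%, with every replicate also reaching it, limit read from the data, passing the limit was not always enough; inconclusive means only one of the two conditions met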;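 further: fluorescence polarization rise as delta FosB binds a TAMRA Cdk5 AP-1 oligo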
Target sequence (P13346 whole entry, looked up): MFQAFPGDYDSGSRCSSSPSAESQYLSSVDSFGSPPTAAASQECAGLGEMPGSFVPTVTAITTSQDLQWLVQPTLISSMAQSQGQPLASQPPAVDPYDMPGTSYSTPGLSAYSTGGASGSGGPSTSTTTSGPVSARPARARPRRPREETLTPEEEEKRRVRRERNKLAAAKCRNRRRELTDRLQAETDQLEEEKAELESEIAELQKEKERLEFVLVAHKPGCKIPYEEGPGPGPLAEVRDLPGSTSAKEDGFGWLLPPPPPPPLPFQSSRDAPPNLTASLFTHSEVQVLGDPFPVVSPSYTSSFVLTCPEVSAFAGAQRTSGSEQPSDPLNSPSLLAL
MITF TRPM1 HTS – increases MITF-driven TRPM1 promoter luciferase signal; AID 588334; activation, % at 12.5 µM; SK-MEL-5 TRPM1-promoter luciferase, 24 h; % of positive control, neutral wells = 0; 0.75% of 300,000 active;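 active means mean activation of at least 80% with every replicate also reaching 80%; inconclusive means mean reaches 80% but some replicate falls short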;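 further: 0% = neutral control wells and 100% = parthenolide positive control wells; values of inactives mirror those of a sister screen read the other way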
NSD2 HMT inh – blocks human histone methyltransferase NSD2; O96028; NSD2 peptide methylation, AlphaScreen, 120 min; inhibition, % at 12.5 µM; 0.54% of 310,000 active; in the data active means inhibition above about 50%
SR-BI DiI-HDL act – SR-BI HDL lipid transfer activation | 0.096% of 320,000 active | CHO ldlA[mSR-BI] cells, DiI-HDL uptake fluorescence, 3 h; 100 = double the neutral-control signal | activation, % at 12.5 µM;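 active means mean replicate activation of at least 60% and every replicate at or above 60%; inconclusive means mean or all-replicate condition met, but not both; inactive means mean below 60% and not all replicates reaching 60%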;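 further: 0% = median plate neutral-control signal and 100% = twice that signal; values of inactives mirror those of a sister screen read the other way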
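Test system: SR-BI-overexpressing, LDLR-lacking CHO cells; Medium: Ham's F12 with 0.5% BSA, HEPES 25 mM, pH 7.4; Schedule: 3 h, 37 °C; Technique: bottom-read fluorescence, 550/595 nm.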
PfHsp90 yeast 2 – inhibits growth of yeast expressing Plasmodium falciparum Hsp90; S. cerevisiae expressing PfHsp90, BacTiter-Glo ATP, 48 h; yeast lacking PDR1 and PDR3 efflux regulators; 0.32% of 310,000 active; inhibition, % at 9.4 µM;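 active means every replicate shows inhibition above about 80%, whatever the replicate mean, limit read from the data; inconclusive means mean inhibition reaches the set limit but some replicate falls short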;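 further: 0% = DMSO neutral controls and 100% = 20 µM radicicol positive controls; yeast relying on Plasmodium falciparum Hsp90 in place of its own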
Rtt109 Vps75 – inhibitors of Candida albicans Rtt109/Vps75 histone acetyltransferase | Q5AAJ8 | 0.16% of 330,000 active | purified Rtt109/Vps75, ThioGlo CoA-SH fluorescence, 4 h | inhibition, % at 34.9 µM | AID 540336;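 active means inhibition of at least 50% in every replicate; inconclusive means best replicate reaches 50% inhibition but some replicates fall short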
CAL PDZ FP-2 – inhibitors of human CAL PDZ peptide binding. purified CAL PDZ, TMR-peptide fluorescence polarization, 1 h. inhibition, % at 24.9 µM. 0.92% of 300,000 active. AID 602252;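 active means mean inhibition of at least 30% with at least half of replicates also reaching 30%; inconclusive means no clear call, values can overlap the other calls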;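 further: 0% = DMSO neutral control and 100% = excess unlabeled competitor peptide PRC23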
An asterisk follows results filed as active; u = inconclusive; x = no result given.

smiles,PvdQ inh,SR-BI DiI inh,CAL PDZ FP-1,dFosB activator,MITF TRPM1 HTS,NSD2 HMT inh,SR-BI DiI-HDL act,PfHsp90 yeast 2,Rtt109 Vps75,CAL PDZ FP-2
Cc1cc(NC(=O)CSc2nc(C)c(C)c(=O)[nH]2)no1,-21,-17,-3.0,-1,-3,2,17,x,5,2
Cc1cc(NC(=O)C(C)Oc2ccc(Cl)cc2Cl)n(-c2ccccc2)n1 (stereo unspecified),-2,0,x,-6,x,-8,0,x,1,-2
Cc1ccc(C(=O)CCC(=O)N2CCN(C(=O)c3ccco3)CC2)cc1,7,-1,0.1,-10,0,-3,1,-5,2,1
Cc1nc2nc(SCC(=O)c3ccc([N+](=O)[O-])cc3)[nH]c2cc1Br,-9,6,-0.5,-7,12,-2,-6,-31,0,-2
Cc1cc(C)n2nc(SCC(=O)NC(=O)NCc3ccco3)nc2n1,-1,0,-0.5,1,-6,-2,0,19,0,3
Cc1nn2c(-c3cccc(NC(=O)c4ccco4)c3)nnc2c2ccccc12,1,-2,x,-51,x,-6,2,x,15,-7
Cc1ccc(NC(=O)CCNCc2ccco2)cc1S(=O)(=O)N(C)C,-13,15,0.9,-3,15,-2,-15,2,-1,6
S=C1NC(c2ccccc2)=NCN1c1ccc(Cl)cc1,1,37,-0.7,-1,45,2,-37,-5,-3,-4
COc1cc2cc(C(c3nnnn3C(C)(C)C)N3CCc4ccccc43)c(=O)[nH]c2cc1OC (stereo unspecified),-4,-32,-2.6,-21,2,-1,32,33,20,-1
CC(C)CCn1cnc2c(c1=O)c1nc3ccccc3nc1n2Cc1ccc2c(c1)OCO2,8,-31,-0.3,-4,-17,-3,31,-1,5,7
COc1cc(CNCCO)ccc1OCCc1ccccc1,-19,8,-1.5,-5,12,0,-8,1,0,-4
CCNC(=S)N1CCC(c2nc3cc(C)c(C)cc3[nH]2)CC1,-6,-30,-3.9,-3,-14,5,30,-4,0,10
CCC(C)Sc1nc2c(cnn2-c2ccc(C)cc2)c(=O)[nH]1 (stereo unspecified),-4,-8,-1.2,-10,-9,x,8,-13,-10,x
CC(C)Sc1nnc(Nc2ccccc2)s1,-7,x,-3.1,-1,77,-3,x,-14,-5,3
Cc1c(NC(=O)CN2CCN(c3ccc(O)cc3)CC2)c(=O)n(-c2ccccc2)n1C,-5,-23,-0.2,-9,6,0,23,7,5,x
O=S(=O)(c1ccc(Cl)cc1)N1CCN(c2ncnc3sccc23)CC1,-9,14,-2.0,-8,-26,-1,-14,-30,0,x
CC(=O)OCC(=O)C1CCC2C3CC=C4CC(O)CCC4(C)C3CCC12C (stereo unspecified),5,11,-0.7,1,5,x,-11,-2,12,-3
CC(=O)NCCc1nc2ccccc2n1Cc1ccc(Cl)cc1,-5,2,-0.1,-8,x,0,-2,2,25,x
CCOC(=O)C1=C(O)/C(=C/c2cn(CC(=O)NCC3CCCO3)c3ccccc23)SC1=Nc1ccc(C)cc1 (stereo unspecified),12,34,1.1,-4,-88,x,-34,-13,5,0
CN(C)S(=O)(=O)c1ccc2oc(SCC(=O)NCC(F)(F)F)nc2c1,7,-22,0.2,-5,5,1,22,x,5,-3
O=S(=O)(c1ccc(Cl)cc1)n1cnc2ccccc21,-12,x,12,-1,-8,-8,x,25,-17,-3
C#CCOCCOCCOCCNc1nc(N2CCN(C(=O)[C@H](CCCN=C(N)N)n3cc(C(N)[C@@H](C)CC)nn3)CC2)nc(N2CCN(C(=O)[C@H](CO)n3cc([C@@H](N)C(C)C)nn3)CC2)n1 (stereo partly specified),-6,20,0.4,3,11,x,-20,-17,10,-4
COc1ccc(N2C(=O)CC(Nc3ccc(C)cc3)C2=O)cc1 (stereo unspecified),-14,-4,0.1,9,10,25,4,-15,-5,-6
COc1ccc(C)cc1NC(=O)NC1CCCc2ccccc21 (stereo unspecified),7,u,0.3,-6,-10,0,-70,-4,-3,5
CC1(C)Cc2c(sc3ncn4nc(-c5ccco5)nc4c23)CO1,-15,8,-0.5,-14,22,-3,-8,-26,-12,-1
Cn1c(N)c(C(=O)CSc2nc3ccccc3n2-c2ccccc2)c(=O)n(C)c1=O,15,-16,0.5,-15,7,3,16,-33,5,0
CN(C)c1ccc(/C=C/c2nnnn2-c2ccccc2)cc1,8,-6,-0.5,0,25,-10,6,-5,-103,x
CC(C)CNC(=O)Nc1ccc(F)c(Cl)c1,15,-14,-1.7,-4,17,-1,14,-22,16,-5
CCCc1nnc(NC(=O)CCC(=O)N2CCC(C)CC2)s1,-5,7,-1.7,-8,6,-2,-7,5,0,4
CC(Sc1nnc(COc2ccc3ccccc3c2)n1C)C(=O)O (stereo unspecified),-11,-20,x,-1,x,3,20,x,0,1
Cc1cc(N2CCCCC2)nc2ccc(NC(=O)c3ccc(Br)o3)cc12,-3,55,-0.4,-23,17,5,-55,-19,-4,3
COCCNC(=O)c1cnn2c1NC(c1ccco1)CC2C(F)(F)F (stereo unspecified),1,-40,-0.6,-3,x,3,40,x,12,-2
CCOC(=O)N1CCN(C(=O)CSc2nnc(-c3cccc(Cl)c3)o2)CC1,3,-15,-1.0,-8,-6,x,15,-1,6,x
CCOc1ccc(/C=C2\SC(=S)N(CCC(=O)Nc3cccc(C(=O)O)c3)C2=O)cc1,-11,4,0.1,-10,19,-4,-4,18,1,-3
O=C(O)c1ccc(CNCc2c(Cl)cccc2Cl)cc1,4,-26,-1.2,3,0,11,26,9,-2,0
CC(C)=CCCC1(C)C=Cc2c(c(C)cc3c2[nH]c2cc(O)ccc23)O1 (stereo unspecified),-18,107*,0.5,-2,0,x,-107,51,-2,-6
O=C(CNC(=O)c1cccs1)N/N=C/c1c(F)cccc1Cl,1,-8,-2.6,-12,18,6,8,-4,-6,-3
Cc1nnc(SCc2ccccc2Cl)n1CC1CCCO1 (stereo unspecified),-3,-24,-3.8,3,x,-3,24,5,x,-4
CCOC(=O)c1ccc(NC(=O)CCCN2C(=O)NC3(CCCC3)C2=O)cc1,0,-1,-0.7,-4,17,0,1,6,6,x
O=C(CN1CCC(Cc2ccccc2)CC1)N1CCc2ccccc2C1,3,0,-0.2,1,11,7,0,-13,4,3
C=CCNC(=S)NNC(=O)Cn1c(-c2ccccc2)cc(=O)n2ncnc12,-18,3,-1.6,-3,4,x,-3,-3,5,-2
CCN(CC)CCN(Cc1cc2cc3c(cc2[nH]c1=O)OCO3)C(=S)NCCCOC,-1,0,-0.6,-3,x,8,0,2,-3,3
COC(=O)[C@]1(Cc2ccccc2)N[C@H](CN(C)S(=O)(=O)c2ccc(OC(F)(F)F)cc2)[C@@H]2C(=O)N(C)C(=O)[C@@H]21,-8,-3,-1.4,-8,-2,x,3,-6,5,-4
Cc1ccc(C(=O)/C=C/C(=O)c2ccc(C)cc2)cc1,-13,11,-0.3,-4,-49,-5,-11,18,3,-8
c1ccc(Sc2ncnc3c2oc2ccccc23)nc1,-9,-11,-2.1,-8,x,31,11,x,x,-2
Cn1nccc1C(=O)Nc1sc2c(c1C#N)CCCC2,9,8,-1.9,-14,25,2,-8,-8,10,-4
CC(=O)Nc1ccc2[nH]c(C)c(CC=C(Cl)Cl)c(=O)c2c1,-3,3,0.0,2,-6,-5,1,-30,7,-4
O=C(Nc1cccc(F)c1)c1c(O)c2ccccc2[nH]c1=O,2,16,-2.2,0,x,-1,-16,-2,-2,-3
Cc1ccc(F)c(NC(=O)c2ccc(Cn3cc(Cl)cn3)cc2)c1,0,-9,-1.3,-4,29,0,9,-4,22,3
COc1ccccc1C(C)NCC(=O)Nc1c(F)cccc1F (stereo unspecified),-10,-11,0.5,-1,-12,0,11,24,-3,-1

Some of the entries above, set out differently.
PvdQ inh	SR-BI DiI inh	CAL PDZ FP-1	dFosB activator	MITF TRPM1 HTS	NSD2 HMT inh	SR-BI DiI-HDL act	PfHsp90 yeast 2	Rtt109 Vps75	CAL PDZ FP-2	SMILES
0	-1	-0.7	-4	17	0	1	6	6	x	CCOC(=O)c1ccc(NC(=O)CCCN2C(=O)NC3(CCCC3)C2=O)cc1
3	0	-0.2	1	11	7	0	-13	4	3	O=C(CN1CCC(Cc2ccccc2)CC1)N1CCc2ccccc2C1
-18	3	-1.6	-3	4	x	-3	-3	5	-2	C=CCNC(=S)NNC(=O)Cn1c(-c2ccccc2)cc(=O)n2ncnc12
-1	0	-0.6	-3	x	8	0	2	-3	3	CCN(CC)CCN(Cc1cc2cc3c(cc2[nH]c1=O)OCO3)C(=S)NCCCOC
-8	-3	-1.4	-8	-2	x	3	-6	5	-4	COC(=O)[C@]1(Cc2ccccc2)N[C@H](CN(C)S(=O)(=O)c2ccc(OC(F)(F)F)cc2)[C@@H]2C(=O)N(C)C(=O)[C@@H]21
-13	11	-0.3	-4	-49	-5	-11	18	3	-8	Cc1ccc(C(=O)/C=C/C(=O)c2ccc(C)cc2)cc1
-9	-11	-2.1	-8	x	31	11	x	x	-2	c1ccc(Sc2ncnc3c2oc2ccccc23)nc1
9	8	-1.9	-14	25	2	-8	-8	10	-4	Cn1nccc1C(=O)Nc1sc2c(c1C#N)CCCC2
-3	3	0.0	2	-6	-5	1	-30	7	-4	CC(=O)Nc1ccc2[nH]c(C)c(CC=C(Cl)Cl)c(=O)c2c1
2	16	-2.2	0	x	-1	-16	-2	-2	-3	O=C(Nc1cccc(F)c1)c1c(O)c2ccccc2[nH]c1=O
0	-9	-1.3	-4	29	0	9	-4	22	3	Cc1ccc(F)c(NC(=O)c2ccc(Cn3cc(Cl)cn3)cc2)c1
-10	-11	0.5	-1	-12	0	11	24	-3	-1	COc1ccccc1C(C)NCC(=O)Nc1c(F)cccc1F (stereo unspecified)

No enrichment for hits, and some 4.3% of all compounds hit somewhere here.
